Bioassay records deposited in PubChem BioAssay by National Center for Advancing Translational Sciences (NCATS).
JMJD2A Tudor inh – qHTS Assay for Inhibitors of JMJD2A-Tudor Domain; AlphaScreen JMJD2A-Tudor / H3K4me3 peptide binding; Potency, µM (top dose mostly 114 µM), inactives show at the highest dose activity change, negative = inhibition, hits mostly inhibitors; 390,000 tested, 4.4% active; AID 504339, 2011; note: % is set by controls: 0 for no effect and ±100 for the full control effect; nearly all actives have a fitted effect of over 50% in size
HP1b chromo inh – HTS for Inhibitors of HP1-beta Chromodomain Interactions with Methylated Histone Tails | Chromobox protein homolog 1 (Homo sapiens), P83916 | AlphaScreen HP1-beta / biotin-H3K9me3 peptide binding | Potency, µM (top dose mostly 114 µM), for inactives: at the top dose activity change, negative = inhibition, hits mostly inhibitors | 390,000 tested, 0.56% active | AID 540317, 2011; note: nearly all actives have a fitted effect of over 70% in size; inactives centre near 23
Target sequence (P83916 whole entry, looked up): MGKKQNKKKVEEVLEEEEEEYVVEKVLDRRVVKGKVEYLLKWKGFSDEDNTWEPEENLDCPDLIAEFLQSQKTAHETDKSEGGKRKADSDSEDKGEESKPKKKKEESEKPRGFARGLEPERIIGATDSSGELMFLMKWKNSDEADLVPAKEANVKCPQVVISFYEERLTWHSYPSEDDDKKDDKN
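Compound inhibition of the preformed complex between 50 nM HP1-beta and 50 nM biotinylated H3K9me3 peptide was read by AlphaScreen. Buffer was PBS pH 7.4 with 0.01% Tween-20. Incubations ran 30 min at room temperature, with 10 ug/mL donor/acceptor beads.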
BLM inh – qHTS Assay for Inhibitors of Bloom's syndrome helicase (BLM); AID 2528, 2010; recombinant BLM DNA unwinding, fluorescence dequenching; 350,000 tested, 0.2% active; Potency, µM (series often up to 56.1 µM), without a hit: top-dose activity change, negative = inhibition, usual class: inhibitors; RecQ-like DNA helicase BLM (Homo sapiens), P54132;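 note: plate controls were vehicle for no effect and no enzyme for full effect; nearly all actives have a fitted effect of over 35% in size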
POLI inh – qHTS for Inhibitors of Polymerase Iota; DNA polymerase iota (Homo sapiens), Q9UNA4; Pol iota fluorescent replication assay, 10 min; Potency, µM (highest dose often 115 µM), without a hit: at the top dose activity, negative = inhibition, actives largely listed as inhibitors; 390,000 tested, 1% active
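Fluorescent replication assay read twice, at 0 min and 10 min after adding 50 nM (final) substrate. Enzyme (10 nM) and compounds were first incubated 15 min at room temperature; enzyme-free buffer wells were negative controls.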
G9a inh – qHTS Assay for Inhibitors of Histone Lysine Methyltransferase G9a; Potency, µM (doses to about 102 µM), for the others: top-dose activity, negative = inhibition, hits mostly inhibitors; 350,000 tested, 8.8% active; G9a H3K9 monomethylation, AlphaScreen, 2 h; AID 504332, 2011; note: % is set by controls: 0 for no effect and ±100 for the full control effect; nearly all actives have a fitted effect of over 75% in size
Target sequence (Q96KQ7 913-1193 limits assumed): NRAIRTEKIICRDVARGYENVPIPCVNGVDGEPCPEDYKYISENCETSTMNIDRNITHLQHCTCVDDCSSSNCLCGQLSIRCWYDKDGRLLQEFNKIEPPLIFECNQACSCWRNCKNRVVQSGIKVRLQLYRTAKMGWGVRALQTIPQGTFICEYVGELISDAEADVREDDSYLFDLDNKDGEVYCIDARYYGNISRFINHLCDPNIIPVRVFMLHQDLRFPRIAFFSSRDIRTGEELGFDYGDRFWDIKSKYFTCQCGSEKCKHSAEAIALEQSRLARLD
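AlphaScreen read-out: biotin-H3K9 peptide (500 nM) methylation by 20 nM enzyme with 20 uM SAM, 2 h at room temperature after 15 min compound preincubation; anti-monomethyl H3K9 antibody plus donor/acceptor beads, 10 min dark.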
Pin1 inh – qHTS Assay to Find Inhibitors of Pin1 | 390,000 tested, 0.009% active | Pin1 FP peptide displacement, HiFluor488, 10 min | Potency, µM (doses to about 115 µM), without a hit: at the highest dose activity, negative = inhibition, actives largely listed as inhibitors | Peptidyl-prolyl cis-trans isomerase NIMA-interacting 1 (Homo sapiens), Q13526; active = well fitted inhibition curve with a large enough effect in the polarisation, with a control signal flat, not every such curve was filed as active; inconclusive = small, poorly fitted or top-dose-only effect, or effect the other way, or a change in a side signal; inactive = no such curve, though single readings can be large or run the other way; the % refers to the polarisation; note: % is set by controls: 0 for no effect and ±100 for the full control effect
Target sequence (Q13526 whole entry, looked up): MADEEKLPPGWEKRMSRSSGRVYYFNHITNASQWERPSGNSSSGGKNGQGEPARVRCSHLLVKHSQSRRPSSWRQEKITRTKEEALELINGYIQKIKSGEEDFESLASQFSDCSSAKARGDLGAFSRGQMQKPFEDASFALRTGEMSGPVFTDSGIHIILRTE
BAZ2B block – qHTS Assay for Inhibitors of BAZ2B | AID 504333, 2011 | 360,000 tested, 4.4% active | AlphaScreen BAZ2B-H3K14Ac peptide displacement | Potency, µM (series often up to 114 µM), for the others: top-dose activity change, negative = inhibition, most hits filed as inhibitors; note: % is set by controls: 0 for no effect and ±100 for the full control effect; nearly all actives have a fitted effect of over 60% in size
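AlphaScreen displacement of biotin-H3(5-23)K14Ac peptide (50 nM final) from BAZ2B (50 nM final) in PBS pH 7.4, 0.01% Tween-20; complex preformed 30 min RT, then compounds (top 110 uM) 30 min RT, beads 20 min dark.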
GLS inh – qHTS for Inhibitors of Glutaminase (GLS) | Glutaminase kidney isoform, mitochondrial (Homo sapiens), O94925 | GLS enzymatic activity, qHTS titration | Potency, µM (titrated, usually from 45.5 µM), for the others: at the highest dose activity change, negative = inhibition, actives largely listed as inhibitors | 410,000 tested, 0.21% active; note: % is set by controls: 0 for no effect and ±100 for the full control effect
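Read-out is an Amplex red fluorescence increase coupled through glutamate oxidase and HRP, measured before and after 30 min room-temperature incubation. hKGA is in 45 mM KH2PO4 (pH 8.2) with 0.02% Tween-20; glutamine added as 1mM solution.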
Tb PGK inh – qHTS Assay to Find Inhibitors of Phosphoglycerate Kinase; 380,000 tested, 0.043% active; Phosphoglycerate kinase, glycosomal (Trypanosoma brucei brucei), P07378; Potency, µM (highest dose often 57.5 µM), inactives show at the top dose activity change, negative = inhibition, actives largely listed as inhibitors; PGK/GAPDH coupled, Kinase-Glo luminescence, 60 min; note: % is set by controls: 0 for no effect and ±100 for the full control effect; nearly all actives have a fitted effect of over 60% in size
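Recombinant glycosomal PGK reaction used 1,3-bisphosphoglycerate generated in-well by GAPDH (100nM final) in 100mM TEA pH 7.6, 5mM MgCl2, 0.01% Tween-20. After 60 minutes at room temperature, ATP was read by Kinase-Glo Plus luminescence end-point.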
* = called active by the depositor; i = inactive; ? = inconclusive; nt = not tested or not shown; [ ] = another dose, or the depositor's remark. Unless noted, calls come from the whole dose curve; as a rule, active = well fitted curve in the direction sought with a large enough effect; inconclusive = small, poorly fitted or top-dose-only effect, or another doubt; inactive = no such curve, though single readings can be large; an effect the other way counts as inactive or inconclusive. Potency is the fitted concentration of half-maximal effect. Only part of the results is shown. The share of hits here may be higher or lower than overall.

Preview, 10 compounds:
no.	SMILES	GLS inh	BAZ2B block	HP1b chromo inh	Tb PGK inh	JMJD2A Tudor inh	Pin1 inh	POLI inh	G9a inh	BLM inh
1	c1ccc2c(c1)CSc1ccccc1N2	-3%	nt	-10%	6%	-25%	2%	-5%	nt	nt
2	CCCn1cc(CN2CCC(n3nccc3NC(=O)CCOc3ccccc3)CC2)c(C)n1	2%	-1%	49%[activator]	3%	-12%	-3%	-12%	8%	2%
3	CCOC(=O)c1ccc(Nc2ncnc3c2cnn3C)cc1	11%	-23%	5%	4%	-10%	0%	2%	?	-6%
4	CCCn1c(NCc2cc(C)ccc2O)nc2ccccc21	12%	-2%	-1%	-2%	-33%	2%	-2%	12%[12.7 µM]	-8%
5	CN(c1ccccc1)S(=O)(=O)c1ccc(NC(=O)c2ccccc2)cc1	-2%	8%	6%	i	-22%	5%	-2%	8%[59 µM]	-7%
6	COc1cc(NC(=O)c2nnn(CC(=O)Nc3ccccc3)c2N)cc(OC)c1	3%	8%[57.1 µM]	18%	-3%	4%	23%	7%	4%[59 µM]	-3%
7	CCN(C(=O)COC(=O)c1c(NC(C)=O)sc(C)c1C)c1c(N)n(Cc2ccccc2)c(=O)[nH]c1=O	0%	nt	21%	i	-5%	20%	21%	nt	nt
8	CC(NC(=O)Nc1ccc(O)cc1)(C(F)(F)F)C(F)(F)F	43%[activator]	1%	4%	-1%	-16%	0%	11µM*	11µM*	-24%
9	Cc1nn(CC(=O)Nc2ccc(Br)cc2F)c(=O)c2cccn12	-1%	-15%	-2%	i	-29%	-1%	?	48%	-1%
10	O=C(COc1ccc2c3c(c(=O)oc2c1)CCC3)NCc1ccncc1	-3%	-16%	35%	0%	-18%	-8%	12%	51%	-5%

The listing, previewed entries included:
no.	SMILES	GLS inh	BAZ2B block	HP1b chromo inh	Tb PGK inh	JMJD2A Tudor inh	Pin1 inh	POLI inh	G9a inh	BLM inh
1	c1ccc2c(c1)CSc1ccccc1N2	-3%	nt	-10%	6%	-25%	2%	-5%	nt	nt
2	CCCn1cc(CN2CCC(n3nccc3NC(=O)CCOc3ccccc3)CC2)c(C)n1	2%	-1%	49%[activator]	3%	-12%	-3%	-12%	8%	2%
3	CCOC(=O)c1ccc(Nc2ncnc3c2cnn3C)cc1	11%	-23%	5%	4%	-10%	0%	2%	?	-6%
4	CCCn1c(NCc2cc(C)ccc2O)nc2ccccc21	12%	-2%	-1%	-2%	-33%	2%	-2%	12%[12.7 µM]	-8%
5	CN(c1ccccc1)S(=O)(=O)c1ccc(NC(=O)c2ccccc2)cc1	-2%	8%	6%	i	-22%	5%	-2%	8%[59 µM]	-7%
6	COc1cc(NC(=O)c2nnn(CC(=O)Nc3ccccc3)c2N)cc(OC)c1	3%	8%[57.1 µM]	18%	-3%	4%	23%	7%	4%[59 µM]	-3%
7	CCN(C(=O)COC(=O)c1c(NC(C)=O)sc(C)c1C)c1c(N)n(Cc2ccccc2)c(=O)[nH]c1=O	0%	nt	21%	i	-5%	20%	21%	nt	nt
8	CC(NC(=O)Nc1ccc(O)cc1)(C(F)(F)F)C(F)(F)F	43%[activator]	1%	4%	-1%	-16%	0%	11µM*	11µM*	-24%
9	Cc1nn(CC(=O)Nc2ccc(Br)cc2F)c(=O)c2cccn12	-1%	-15%	-2%	i	-29%	-1%	?	48%	-1%
10	O=C(COc1ccc2c3c(c(=O)oc2c1)CCC3)NCc1ccncc1	-3%	-16%	35%	0%	-18%	-8%	12%	51%	-5%
11	CC(C)(C)N(Cc1ccccc1)C(=O)COC(=O)/C=C/c1ccc2c(c1)OCO2	0%	-1%	58%[activator]	-8%	3%	-2%	6%	-13%[59 µM]	nt
12	CCOC(=O)CNC(=O)N1CCCN(S(=O)(=O)c2ccc3c(ccn3CC)c2)CC1	-10%	0%	12%[57 µM]	-1%	-21%	-3%	30%	9%[59 µM]	3%
13	CCC(Cc1ccccc1)NC(=O)CCS(=O)(=O)c1cc2c(cc1Cl)NC(=O)CO2 (stereo not given)	-13%	0%	2%	-10%	-13%	6%	-3%	-5%[59 µM]	1%
14	CC(=O)Nc1cc2c3ccccc3ccc2c2ccccc12	-8%	nt	10%	-2%	-12%	0%	4%	nt	nt
15	C=CCn1c(SCC(=O)NC2CC2)nc2sc(CC)cc2c1=O	18%	-8%	17%	-5%	?	-1%	7%	3%	-1%
16	CCN=C(NCC)SC1CC(=O)N(c2cccc(OC)c2)C1=O (stereo not given)	1%	-6%	28%	-6%	-14%	-1%	8%	-31%	-1%
17	COc1ccc(-n2c(CNC(=O)c3ccc(S(=O)(=O)N4CCCC4)cc3)n[nH]c2=S)cc1	-5%	-7%	9%	-1%	7.9µM*	1%	11%	?	1%
18	O=C1CCCN1CCC1CCCCN1Cc1nc(-c2cnccn2)no1 (stereo not given)	-3%	-2%	70%[activator]	-4%	-6%	2%	31%[activator]	-4%	-1%
19	COc1cc(CN2CCCC(N3CCN(c4ccccc4C)CC3)C2)cc(Cl)c1O (stereo not given)	22%	-25%	3%	-2%	-36%	-5%	34%[activator]	?	-3%
20	COc1ccc(O)c(-c2cn[nH]c2-c2cccs2)c1	-2%	?	19%	-12%	5%[57.1 µM]	-4%	-10%	?	-5%
21	O=C(COc1ccc(F)cc1)Nc1ccccc1OCc1cc(=O)n2ccccc2n1	-5%	9%	14%[57 µM]	-3%	-12%	-2%	12%	4%[59 µM]	-4%
22	O=C(CSc1nc(=O)n2cc(Cl)ccc2n1)Nc1ccc2c(c1)OCO2	-2%	?	-9%	-13%	?	43%[activator]	?	8%[59 µM]	nt
23	Cc1nn(C)cc1/C=C1\CCC/C(=C\c2cn(C)nc2C)C1=O	-4%	1%	13%	-6%	5%	-2%	-10%	-4%[59 µM]	-14%
24	CN(C(=O)c1ccc(NC(=O)Cc2cccc(NC(=O)C3CCN(C(=O)C4CCCCC4)CC3)c2)cc1)C1CC1	15%	nt	33%	0%	-17%	4%	6%	nt	nt
25	O=C(c1ccco1)n1nc(-c2ccccc2)nc1NCc1ccccc1Cl	8%	-2%	33%	-8%	10%	-7%	10%	4%[59 µM]	1%
26	O=C(CCn1c(=O)oc2ccccc21)Nc1ccon1	7%	0%	22%	i	2%	-9%	24%	-8%[59 µM]	5%
27	CCCCNc1c([N+](=O)[O-])cc(C)cc1[N+](=O)[O-]	-1%	32µM*	16µM*	-3%	18µM*	-1%	25%	40µM*	-5%
28	O=C(CSc1nnc(CN2CCCCCC2=O)n1-c1ccccn1)NCC(F)(F)F	0%	1%	15%	-5%	-19%	3%	29%	?	-1%
29	C=C(C)CSc1nnc(-c2cc(OC)c(OC)c(OC)c2)n1N	-6%	?	32%	-10%	-15%	-2%	9%	-32%	1%
30	CCn1c(SCC(=O)Nc2nc(-c3ccc(C)cc3)cs2)nnc1-c1ccccc1O	7%	-29%	-10%	-7%	?	8%	4%	-16%[59 µM]	-11%
31	CC(=O)N1c2ccccc2CCc2ccc(N)cc21	4%	-35%	10%	-2%	?	0%	162%[activator]	nt	1%
32	Cc1cc(OCc2ccc(F)cc2)nc(-c2ccccc2O)n1	-7%	122%[activator]	195%	1%	112%[activator]	-10%	27%	227%[activator]	-5%
33	COc1ccc(C2(C)NC(=O)N(CC(=O)Nc3ccc4[nH]c(=O)[nH]c4c3)C2=O)cc1 (stereo not given)	0%	-1%	24%	i	-10%	0%	146%[activator]	-47%	nt
34	c1ccc(-c2nc(NCc3ccco3)c3ccccc3n2)cc1	8%	-11%	1%	i	?	17%	?	?	-12%
35	CC(C)CC(C)c1cc(N)nc2nc3ccccc3n12 (stereo not given)	-11%	7%	29%	0%	-5%	10%	-13%	5%	0%
36	Cc1ccc2nc3c(cc(C(=O)NCC4CCCO4)c(=N)n3C(C)C)c(=O)n2c1 (stereo not given)	7%	2%	17%	-8%	-11%	1%	-1%	-22%[59 µM]	-9%
37	Cn1c(SCC(=O)N2CCc3ccccc3C2)nnc1-c1cccs1	-7%	8%	74%[activator]	i	-5%[57.1 µM]	-2%	5%	?	-5%
38	CCOc1ccccc1NC(=S)N1CCN(c2cccc(OC)c2)CC1	9%	?	14%	i	-30%	-2%	7%	-17%	-4%
39	COc1cccc(N2C(=O)C3NN=C(C(=O)CN4C(=O)c5ccccc5C4=O)C3C2=O)c1 (stereo not given)	2%	-8%	13%	i	-8%	-5%	37%[activator]	nt	-5%
40	Cc1occc1-c1nnc(SCC(=O)NC(=O)NC(C)C)n1N	5%	0%	13%	-8%	-15%	2%	7%	2%[12.7 µM]	-8%
41	C=CCn1c(COc2ccc(CC)cc2)nnc1SCC(=O)NC1CCS(=O)(=O)C1 (stereo not given)	9%	2%	33%	-6%	-9%	-1%	5%	-1%	0%
42	CC1=[N+](C)N(c2ccccc2)C(=O)C1N=Cc1ccccc1Cl (stereo not given)	6%	-2%	11%	i	-22%	1%	7%	13%[59 µM]	0%
